Assay outcomes deposited in PubChem by National Center for Advancing Translational Sciences (NCATS).
HT1080-NT tox = qHTS for induction of synthetic lethality in tumor cells producing 2HG: qHTS for the HT-1080-NT fibrosarcoma cell line | HT-1080-NT fibrosarcoma viability, CellTiter-Glo ATP luminescence, 48 h | Potency, µM (top dose mostly 46.1 µM), for inactives: at the top dose activity, negative = less viability, usual class: cytotoxic | hit rate 1.6% among 360,000 | AID 686970, 2013;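 further: NT is the 2HG producing partner of a matched IDH1 knockdown line; potency means the concentration at half of the fitted maximal effect; 0% = DMSO-treated cells and -100% = media-only wells without cells; nearly all actives have a fitted effect of over 55% in size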
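Luminescent CellTiter-Glo readout after 48 hours of compound exposure at 37 degrees C defined viability of HT-1080-NT cells. Activity was normalized to DMSO wells and cell-free media wells; concentration-response curves were fitted and assigned curve classes.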
IL1B secr inh = qHTS for Inhibitors of Inflammasome Signaling: IL-1-beta AlphaLISA Primary Screen; THP-1 LPS/ATP IL-1B secretion, AlphaLISA, 16 h; active compounds read low; activity change, % at 57.5 µM; hit rate 4.7% among 360,000; in the data active means activity change below about -50%; inconclusive means mostly about -30% to -49%; further: on the % scale 0 is the no-effect control and ±100 the full control effect
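THP-1 cells pretreated 1 hr with compounds (up to 57.5 uM final), then stimulated with LPS (250 ng/mL final) plus ATP (1.25 mM final); secreted IL-1B measured by AlphaLISA after 16 hr, decreased signal indicating inhibition.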
HT1080 IDH1KD tx = qHTS for induction of synthetic lethality in tumor cells producing 2HG: qHTS for the HT-1080-IDH1KD cell line | hit rate 2% among 360,000 | AID 686971, 2013 | Potency, µM (top dose mostly 46.1 µM), for inactives: at the top dose activity, negative = toxicity, actives largely listed as cytotoxic | HT-1080 IDH1 knockdown viability, ATP luminescence, 48 h;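 further: potency means the concentration at half of the fitted maximal effect; 0% = DMSO wells and -100% = cell-free medium wells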
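% activity derives from luminescence (CellTiter-Glo), normalised to DMSO and no-cell wells. HT-1080-IDH1KD cells, 750/well, had 48 h compound exposure at 37 °C.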
GLP-1R agonist = qHTS of GLP-1 Receptor Agonists; HEK293 GLP-1R CRE-luciferase, luminescence, 4-6 h; cells express a hypersensitive GLP-1R form; Potency, µM (titrated, usually from 45.6 µM), for the others: at the top dose activation, usual class: activators; Glucagon-like peptide 1 receptor (Homo sapiens), P43220; hit rate 0.007% among 380,000; AID 624172, 2012; further: potency means the concentration at half of the fitted maximal effect; % of control where 0% means no effect
Target sequence (P43220 whole entry, looked up): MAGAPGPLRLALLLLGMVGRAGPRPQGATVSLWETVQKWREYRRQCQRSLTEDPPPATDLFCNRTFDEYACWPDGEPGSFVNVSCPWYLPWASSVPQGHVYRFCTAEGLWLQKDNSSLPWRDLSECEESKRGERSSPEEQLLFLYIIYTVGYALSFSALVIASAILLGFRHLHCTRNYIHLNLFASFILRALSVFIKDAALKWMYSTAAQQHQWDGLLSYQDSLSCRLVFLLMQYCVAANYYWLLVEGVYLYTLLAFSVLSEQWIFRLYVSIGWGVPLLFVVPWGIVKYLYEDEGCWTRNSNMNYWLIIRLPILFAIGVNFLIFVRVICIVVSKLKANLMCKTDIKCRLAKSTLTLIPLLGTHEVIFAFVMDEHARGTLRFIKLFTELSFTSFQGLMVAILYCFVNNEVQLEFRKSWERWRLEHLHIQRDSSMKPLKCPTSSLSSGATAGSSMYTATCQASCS
SW480 rereplic = A quantitative high throughput screen for small molecules that induce DNA re-replication in SW480 colon adenocarcinoma cells | Potency, µM (doses to about 46.1 µM), without a hit: top-dose re-replication activation, usual class: activators | SW480 DNA re-replication, Hoechst DNA content imaging, 48 h | AID 624297, 2012 | hit rate 1.8% among 340,000; further: potency means the concentration at half of the fitted maximal effect; % of control where 0% means no effect; nearly all actives have a fitted effect of over 55% in size
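Image-based read-out: total Hoechst fluorescence of nuclei (405 nm excitation, 500-530 nm emission), with hits raising the fraction of high-intensity nuclei. SW480 colon cells incubated 48 hr with compounds at 37 C.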
KB-V1 cytotox = qHTS assay for MDR1-selective chemotherapeutics: Primary screen using the drug-selected MDR subline cells KB-V1 | Potency, µM (top dose mostly 46.1 µM), without a hit: at the top dose activity change, negative = cytotoxicity, usual class: cytotoxic | hit rate 3.4% among 400,000 | KB-V1 MDR cells viability, CellTiter-Glo, 72 h | AID 1347076, 2019; further: potency means the concentration at half of the fitted maximal effect; on the % scale 0 is the no-effect control and ±100 the full control effect; nearly all actives have a fitted effect of over 60% in size
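Potencies derive from concentration-effect curves fitted to normalized luminescence (CellTiter-Glo) of KB-V1 cells treated for 72 h at 37 degrees C in phenol-red-free DMEM containing 10% FBS.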
DRD3 antagonist = qHTS of D3 Dopamine Receptor Antagonist: qHTS. D3R cells, DiscoveRx beta-arrestin luminescence, antagonist mode; active compounds read low. max response, negative = inhibition, %. hit rate 2.5% among 360,000. AID 652054, 2013; in the data active means max response below about -50%; inconclusive means no clear call, values can overlap the other calls; further: on the % scale 0 is the no-effect control and ±100 the full control effect; mostly tested at two doses, the higher about 12 µM
Target sequence (P35462 whole entry, looked up): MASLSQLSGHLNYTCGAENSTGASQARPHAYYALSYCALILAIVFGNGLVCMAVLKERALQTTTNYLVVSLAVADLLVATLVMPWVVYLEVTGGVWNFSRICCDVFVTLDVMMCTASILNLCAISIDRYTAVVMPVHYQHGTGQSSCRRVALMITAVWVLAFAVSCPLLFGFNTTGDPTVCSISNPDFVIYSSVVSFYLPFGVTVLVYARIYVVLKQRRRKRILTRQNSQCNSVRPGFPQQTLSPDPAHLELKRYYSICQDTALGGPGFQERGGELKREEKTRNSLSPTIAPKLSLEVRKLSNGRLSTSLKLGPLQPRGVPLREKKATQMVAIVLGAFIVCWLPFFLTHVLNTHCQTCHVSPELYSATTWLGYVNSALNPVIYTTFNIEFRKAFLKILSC
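Cells expressing the human receptor were seeded at 1500 cells/well, incubated overnight at 37 degrees C in 5% CO2, then exposed to library compounds with dopamine controls for 90 minutes at 37 degrees C before luminescent detection.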
KB-3-1 cytotox = qHTS assay for MDR1-selective chemotherapeutics: Primary screen using the parental adenocarcinoma cell KB-3-1; Potency, µM (top dose mostly 46.1 µM), without a hit: at the top dose activity change, negative = cytotoxic, hits mostly cytotoxic; KB-3-1 viability, CellTiter-Glo ATP luminescence, 72 h; hit rate 1.4% among 400,000; further: potency means the concentration at half of the fitted maximal effect; on the % scale 0 is the no-effect control and ±100 the full control effect; nearly all actives have a fitted effect of over 60% in size
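Viability of parental KB-3-1 cells, measured by CellTiter-Glo luminescence, followed a 72 h incubation at 37 °C with pinned compounds in phenol-red-free DMEM containing 10% FBS.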
DRD3 agonist = qHTS of D3 Dopamine Receptor Agonist: qHTS. max activation, %. D3R DiscoveRx beta-arrestin cells, luminescence, 90 min. hit rate 0.58% among 410,000; in the data active means max activation above about 30%; further: 0% is about no effect; mostly tested at two doses, the higher about 12 µM
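Agonist-mode cell screen: cells plated at 1500/well and incubated overnight at 37 °C, then exposed to library compounds for 90 min at 37 °C. Detection reagent was added for 30–60 min at room temperature, and luminescence was read.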
* marks the source's active call; other numbers are inactive results; ? = inconclusive; nt = no result given; & = joins results of further samples; [ ] = another dose, or the depositor's remark. Unless noted, the call rests on the fitted dose curve; in most records, active means well fitted curve in the direction sought with a large enough effect; inconclusive means small, poorly fitted or top-dose-only effect, or another doubt; inactive means no such curve, though single readings can be large; an effect the other way counts as inactive or inconclusive.

SMILES	DRD3 agonist	SW480 rereplic	HT1080 IDH1KD tx	HT1080-NT tox	KB-3-1 cytotox	GLP-1R agonist	IL1B secr inh	DRD3 antagonist	KB-V1 cytotox
O=C(Nc1cnccn1)Nc1cccc(Cl)c1Cl	6	4%	22%	17%	?	-1%	1	15	12µM*
CCc1c(C)sc(NC(=O)c2cccs2)c1C(N)=O	-4	-11%	0%	7%	23%	14%	-92*	-13	8%
O=C(Cn1cnc2c(NCc3ccccc3)ncnc21)NCc1ccccn1	-16	-3%	5%	2%	5%	4%	13	-23	15%
CCOC(=O)N1CCN(C(=O)CN(c2cccc(Cl)c2C)S(=O)(=O)c2ccc(C)cc2)CC1	0	nt	nt	nt	-3%	-2%	nt	nt	-11%
CC(C)(C)CC(=O)O/N=C(\N)c1ccccn1	1	-2%	4%	6%	10%	-13%	6	9	0%
CC1CC(=O)Nc2ccccc2N1C(=O)CSc1ccc2ccccc2n1 (configuration not stated)	-5	3%	0%	1%	0%	5%	-9	-10	-1%
CCc1nnc(NC(=O)CSc2nccn2Cc2ccc(F)cc2)s1	-15	nt	nt	nt	9%	-4%	nt	nt	-4%
NCCCCCc1nnc(SC/C=C/c2ccccc2)o1	1	?	-12%	-9%	6%	-7%	-1	-9	6%
Cc1ccc(C(=O)Nc2cc(Cl)ccc2Oc2ccccc2)cc1[N+](=O)[O-]	-10	12%	-3%	0%	0%	-1%	-9	9	-24%
CCN(CC)CCn1c(=S)[nH]c2ncccc2c1=O	-1	-23%	1%	0%	-3%	2%	13	-12	8%
O=C(O)c1ccc(CSc2nnc(-c3ccccc3Cl)n2-c2ccccc2)cc1	2	-2%	16%	8%	0%	0%	-4	6	0%
Cc1cc(-c2ccc(C)c(S(=O)(=O)N3CCN(c4ccccn4)CC3)c2)on1	-9	-17%	?	?	-28%	18%	2	32	-10%
CCCC(O)(CCN1CCOCC1)c1ccc(Br)cc1 (configuration not stated)	-6	-24%	-6%	0%	-3%	-6%	25	?	-12%
C#CCOCCOCCOCCNc1nc(N2CCN(C(=O)[C@H]([C@@H](C)CC)n3cc(CCC(=O)O)nn3)CC2)nc(N2CCN(C(=O)[C@H](C)n3cc(CCCN=C(N)N)nn3)CC2)n1	-10	13%	2%	6%	0%	-1%	10	-11	11%
Cc1ccc(N/C(N)=N/c2nc(C)cc(N3CCCCC3)n2)c(C)c1	3	?	?	15µM*	16µM*	-3%	-103*	12	10µM*
O=C(Nc1cccc(-c2nn[nH]n2)c1)c1ccc(Cl)s1	3	-3%	25%	0%	15%	-2%	26	?	0%
COc1ccccc1CCN1CCCC(CN(C)C(=O)c2ccc3nc[nH]c3c2)C1 (configuration not stated)	-36	-4%	-1%	-8%	nt	-6%	-2	?	nt
Cn1[nH]cc(C=NC(N)=O)c1=O	-1	2%	14%	14%	2%	-1%	0	-21	-14%
Cc1noc(C)c1S(=O)(=O)Nc1ccc2c(c1)C(=O)N([C@H](C)CO)C[C@H](C)[C@@H](CN(C)C(=O)Nc1ccc3c(c1)OCO3)O2	5	?	7%	15%	3%	3%	-5	1	-17%
CCCC(=O)N1CCN(c2nc(CC(C)C)c3c(c2C#N)CCC3)CC1	-7	2%	-14%	2%	?	7%	-72*	-12	?
CN1CCc2c(sc3c2c(NCc2ccco2)nc2nnnn23)C1	0	-1%	-25%	-8%	-3%	4%	18	-6	-27%
CC(=O)c1cc(CN2CCC(N3CCC(C(=O)NC(C)C)CC3)CC2)cs1	-9	-11%	3%	5%	-9%	-2%	0	4	14%
CC(C)c1nnc(NC(=O)C2CCCN(C(=O)Nc3ccc(F)cc3)C2)s1 (configuration not stated)	-1	6%	-2%	6%	3%	10%	22	8	-4%
FC(F)(F)c1ccc(/C=N/n2c(C3CCCCC3)n[nH]c2=S)cc1	0	-8%	7%	-16%	3%	9%	-10	0	11%
Cc1c(Cl)cccc1NC(=O)c1cccc(NC(=O)CCC(=O)O)c1	3	0%	12%	9%	6%	-7%	6	-6	35%
Cc1ccnc(NC(=O)CCC(=O)N(CC(=O)NCC2CCCO2)Cc2ccc(F)cc2)c1 (configuration not stated)	3	-3%	7%	12%	25%	11%	12	25	21%
Cc1cc(C(=O)Nc2ccc([N+](=O)[O-])cn2)cs1	2	-12%	-7%	-4%	-11%	19%	14	0	-1%
Cc1ccc2nc(N=C(N)N)nc(C)c2c1	9	?	?	?	-22%	-2%	0	-3	3%
COCCN(C(=O)CN1CCCc2ccccc21)c1c(N)n(Cc2ccccc2)c(=O)[nH]c1=O	-5	-6%	-1%	-3%	8%	6%	41	3	40%
COc1cc(/C=N/NC(=O)COc2c(C)cc([N+](=O)[O-])cc2C)ccc1OC(=O)c1ccccc1	4	?	18µM*	?	20%	18%	62	28	-1%
O=C(NCC1CCCO1)/C(=C\c1ccco1)NC(=O)c1ccc(Cl)cc1 (configuration not stated)	0	-7%	0%	0%	-19%	3%	3	-5	-1%
O=C(CNC(=O)N1CC(=O)Nc2ccccc21)NCc1ccccc1Cl	-4	4%	-4%	1%	-5%	0%	-16	-15	?
CCOC(=O)N1CCN(C(=O)c2ccc(OC)c(S(=O)(=O)N3CCOCC3)c2)CC1	-2	-8%	6%	-4%	3%	-3%	0	1	0%
Cc1ccc(OCC(=O)NCc2ccco2)cc1C	-4	-7%	12%	28%	1%	-1%	-5	-10	0%
COc1ccc(-n2nnnc2SCC(=O)N2C(C)CCCC2C)c(OC)c1 (configuration not stated)	-7	?	29%	0%	-6%	0%	?	-18	-15%
CSc1ncccc1C(=O)NCCc1ccc(Cl)cc1	-3	-83%[inhibitor]	3%	-9%	-3%	4%	-12	?	-16%
Cc1ccc(S(=O)(=O)Nc2cc(=O)[nH]c3c2CCC3)cc1	-16	3%	?	15%	12%	24%	-10	-18	5%
CN1C(=O)/C(=C/c2ccccc2Cl)Sc2ccc(C(=O)N3CCCC3)cc21	4	-8%	0%	-1%	-21%	2%	-11	18	4%
CCN1C(=O)N[C@@H](c2cccc(C(F)(F)F)c2)[C@H](C(C)=O)[C@H]1C	-5	12%	-2%	-8%	?	2%	24	-3	-7%
CCOC(=O)/C(=N\Nc1ncnc2ccccc12)c1ccc(C)cc1	-7	?	0%	-3%	-1%	-5%	12	-15	?
CC1=C(C(=O)Nc2ccccc2F)C(c2ccsc2)C2=C(CC(c3ccccc3)CC2=O)N1 (configuration not stated)	-11	?	-19%	-17%	?	-34%[inhibitor]	-18	-10	?
Nc1ccc(CSc2ccccc2)cc1	-10	3%	-11%	-15%	-2%	12%	-22	-13	18%
O=C(COc1ccc(/C=N/NC(=O)c2cc3ccccc3o2)cc1Br)Nc1ccccc1	6	?	-2%	-25%	13µM*	3%	-117*	-14	?
COc1cccc(/C=C2\CC(C)Cc3c2nc2ccccc2c3C(=O)O)c1OC (configuration not stated)	9	1%	-14%	-13%	-5%	3%	10	-7	1%
COc1ccc(Cl)cc1N(CC(=O)Nc1cccc(SC)c1)S(C)(=O)=O	2	19%	?	8%	10%	-3%	-9	9	-10%
CC(NS(=O)(=O)c1ccc(Cl)cc1)C(=O)OCC(=O)Nc1ccc(N(C)C)cc1 (configuration not stated)	-2	-1%	2%	1%	8%	-7%	5	-13	?
c1ccc(OCc2nc(-c3ccccc3)no2)cc1	-3	-3%	11%	21%	11%	-1%	-11	-9	20%
CCCCN(C)c1c(C)nc2ccc(C(=O)NCc3ccc(OC)cc3)cn12	1	nt	-18%	?	0%	16%	?	2	?
O=C(O)C1CCCCC1C(=O)Nc1ccccc1C(=O)N1CCN(c2ccc(F)cc2)CC1 (configuration not stated)	-1	nt	6%	5%	?	-10%	0	-12	?
O=C(CNC(=O)C1CCCCC1)OCC(=O)c1cccc(Cl)c1	-3	-6%	2%	1%	21%&2%	-1%	10	-13	24%&22%
Cc1ccccc1-n1c(=O)n(CCc2ccccc2)c(=O)c2[nH]cnc21	1	?	14%	9%	2%	23%	-8	32	-7%
Cc1ccc(S(=O)(=O)N(C)CCCC(=O)Nc2ccc(C)cc2C)cc1	16	?	4%	-2%	-21%	5%	8	11	21µM*
N#C/C(=C\c1ccco1)C(=O)NCc1ccccc1	-1	-160%[inhibitor]	1%	0%	2%	-2%	0	-8	2%
COCCNC(=O)C(OC(=O)c1ccco1)c1ccccc1OC (configuration not stated)	4	-1%	9%	4%	-2%	-6%	10	19	2%
CCCCCCn1c(=O)n2n(c1=O)C[C@]1(OC(=O)NCC3CCCCC3)CN(S(=O)(=O)c3ccc(C)cc3)C[C@]1(O)C2	0	nt	?	?	?	-3%	?	14	-17%
CSc1ccc(/C=N/NC(=O)c2sccc2C)cc1	-11	-2%	-12%	-15%	-28%	-24%	-27	-12	?
